# Assay outcomes deposited in PubChem BioAssay by Dana-Farber Cancer Institute and Novartis Institutes for BioMedical Research (Cambridge, Mass).
# USP17 block = blocks human USP17 ubiquitin-rhodamine cleavage; A8MUK1; purified USP17, Ub-rhodamine cleavage fluorescence, 3 h; inhibition, % at 50 µM; actives 6.5% (n = 47,000); AID 1645855
# Target sequence (A8MUK1 whole entry, looked up): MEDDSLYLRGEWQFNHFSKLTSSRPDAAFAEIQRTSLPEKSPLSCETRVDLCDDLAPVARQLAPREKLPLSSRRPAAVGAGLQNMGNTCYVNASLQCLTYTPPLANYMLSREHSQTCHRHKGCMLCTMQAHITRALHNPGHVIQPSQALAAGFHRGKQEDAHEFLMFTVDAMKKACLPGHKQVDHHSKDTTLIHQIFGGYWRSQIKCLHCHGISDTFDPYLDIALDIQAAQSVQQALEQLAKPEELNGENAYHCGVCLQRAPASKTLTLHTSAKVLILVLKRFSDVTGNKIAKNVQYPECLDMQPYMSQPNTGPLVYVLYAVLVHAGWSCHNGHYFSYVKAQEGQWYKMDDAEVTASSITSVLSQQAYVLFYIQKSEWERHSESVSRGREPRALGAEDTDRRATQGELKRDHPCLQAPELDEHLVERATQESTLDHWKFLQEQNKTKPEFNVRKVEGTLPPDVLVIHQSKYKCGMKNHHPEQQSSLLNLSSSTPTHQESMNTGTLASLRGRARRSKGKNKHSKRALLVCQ
# USP8 inh = inhibitors of human USP8 deubiquitinase | actives 4.2% (n = 47,000) | inhibition, % at 20 µM | purified USP8, Ub-rhodamine cleavage fluorescence, 30 min
# USP30 inh = blocks human USP30 ubiquitin-rhodamine cleavage. purified USP30, Ub-rhodamine cleavage fluorescence. AID 1645860. inhibition, % at 25 µM. Q70CQ3. actives 5.3% (n = 47,000)
# USP7 block = human USP7 deubiquitinase inhibition; Q93009; purified USP7, Ub-rhodamine cleavage fluorescence; inhibition, % at 20 µM; actives 0.3% (n = 47,000)
# OTUD3 inh = human OTUD3 deubiquitinase inhibition; purified OTUD3, Ub-rhodamine fluorescence, 2 h; inhibition, % at 25 µM; actives 0.7% (n = 47,000)
# USP28 inh = inhibitors of human USP28 deubiquitinase. Q96RU2. purified USP28, Ub-rhodamine cleavage fluorescence, 30 min. inhibition, % at 25 µM. actives 3% (n = 47,000)
# UCHL1 block = inhibitors of human UCHL1 deubiquitinase. purified UCHL1, Ub-rhodamine cleavage fluorescence. inhibition, % at 20 µM. actives 0.2% (n = 47,000)
# Target sequence (P09936 whole entry, looked up): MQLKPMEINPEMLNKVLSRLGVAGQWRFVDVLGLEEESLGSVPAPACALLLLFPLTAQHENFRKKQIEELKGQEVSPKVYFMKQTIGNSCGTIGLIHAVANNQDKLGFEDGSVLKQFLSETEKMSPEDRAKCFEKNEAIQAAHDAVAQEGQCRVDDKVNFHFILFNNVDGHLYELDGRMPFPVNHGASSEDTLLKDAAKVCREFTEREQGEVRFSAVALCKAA
# USP10 inh = inhibitors of human USP10 deubiquitinase; Q14694; AID 1645856; actives 1.1% (n = 47,000); inhibition, % at 20 µM; purified USP10, Ub-rhodamine fluorescence, 60 min
# Numbers without * were called inactive; . = no result given. Rule as the data show it: active = inhibition above about 30%; inactive = the rest.
SMILES,USP17 block,USP8 inh,USP30 inh,USP7 block,OTUD3 inh,USP28 inh,UCHL1 block,USP10 inh
O=C(NC[C@H]1OC[C@@H]2CCN(c3ncccn3)C[C@@H]21)c1ccco1,21,2,23,3,13,14,3,1
O=C(CN1C(=O)COc2ccccc2C1=O)c1ccccc1,9,1,.,-12,1,.,3,2
Cc1oc(C2CCN(S(=O)(=O)c3ccccc3F)CC2)nc1C(=O)N(C)C,1,0,5,2,14,6,0,-2
Cn1cncc1C(=O)N[C@@H]1C[C@@H](Oc2cccnc2)[C@H](O)[C@H]1N1CCCCC1,4,0,12,5,5,2,-1,1
O=C(c1ccccc1)N1CCC(c2nc3c(nnn3Cc3ccc(F)cc3)c(=O)[nH]2)CC1,1,4,0,-11,5,9,2,5
CC(=O)N[C@@]12CN(C)CC[C@@H]1[C@@H](c1ccccc1)N(CC(=O)Nc1cccc(C)c1C)C2,-11,-24,-29,-12,-8,-6,-8,-2
O=C(N[C@H]1C[C@@H]2C[C@H]1N(S(=O)(=O)c1cccc3cccnc13)C2)c1ccccc1,-50,-18,-137,-15,-40,-36,-10,-7
COc1cccc(S(=O)(=O)N2CCCC(c3nnc(C(F)(F)F)o3)C2)c1 (centres undefined),0,12,17,3,6,5,2,1
Cc1ccc(-c2ncc(C(=O)N(C)C)c(-c3ccncc3)n2)cc1,-13,-10,-27,-2,-15,-11,-6,-2
COCCCn1c(C(=O)NCc2ccccc2Cl)cc2c(=O)n3ccccc3nc21,1,17,1,3,9,8,2,14
O=C(CCCCn1c(=O)c2ccccc2n(CC(=O)NCCC2=CCCCC2)c1=O)NCc1ccco1,10,42*,-8,-24,8,-3,0,0
Cc1cc2nccc(-c3ccc(-c4ccccc4)cc3)n2n1,5,7,2,4,1,-1,5,2
O=C(C1CCCN1c1nnc(N2CCCC2=O)s1)N1CCN(c2ccccc2F)CC1 (centres undefined),-6,-47,24,1,7,13,4,3
O=S(=O)(Nc1ccc(Cc2ccncc2)cc1)c1ccc2c(c1)OCCO2,4,-124,25,2,0,10,2,3
N=c1c2c3c(sc2nc2n1CCC2)CCCC3,12,2,6,1,0,8,1,1

# Entries listed so far that contain a furan ring, fused or not (2):
SMILES,USP17 block,USP8 inh,USP30 inh,USP7 block,OTUD3 inh,USP28 inh,UCHL1 block,USP10 inh
O=C(NC[C@H]1OC[C@@H]2CCN(c3ncccn3)C[C@@H]21)c1ccco1,21,2,23,3,13,14,3,1
O=C(CCCCn1c(=O)c2ccccc2n(CC(=O)NCCC2=CCCCC2)c1=O)NCc1ccco1,10,42*,-8,-24,8,-3,0,0

# (further entries)
SMILES,USP17 block,USP8 inh,USP30 inh,USP7 block,OTUD3 inh,USP28 inh,UCHL1 block,USP10 inh
O=C(c1ccc(OC2CCN(C(=O)C3CCCC3)CC2)nc1)N1CCOCC1,0,2,7,0,-3,1,0,-2
O=C(NC1CCCCC1)N1CCN(c2ncccc2-c2nnc(C3CC3)o2)CC1,0,3,13,3,9,8,1,2
O=S(=O)(NCc1ccc2c(c1)CCO2)c1ccc(F)c(F)c1,-2,-10,-18,0,0,-9,-1,-1
CC1(C)CC(=O)c2cnc3c(C(=O)NC4CCCCC4)cnn3c2C1,0,-1,0,-1,1,-7,-2,-1
O=C1[C@@H]2Cc3c([nH]c4ccccc34)C(CCc3ccccc3)N2C(=O)CN1CCN1CCOCC1 (some centres undefined),-63,-34,-190,-11,-47,-76,-5,-10
COCC(=O)N1CCC2(CC1)NC(=O)N(CCc1ccccc1)C2=O,2,-5,1,0,-1,-7,-2,0
CN1CCn2cc(S(=O)(=O)Nc3ccc(F)cc3)cc2C1=O,1,4,-8,0,0,-4,-3,-1
c1ccc2c(Cc3nc(-c4ccncc4)no3)cccc2c1,-22,0,-24,-4,-2,85*,0,-5
COCCN1C(=O)N(c2ccccc2)C(=O)C1CC(=O)Nc1cccc(F)c1 (centres undefined),2,3,13,.,3,4,1,0
CNC(=O)C1Cn2ccnc2C2(CCN(C(=O)C3CCC3)CC2)O1 (centres undefined),4,1,.,1,0,.,3,0
CCOC(=N)c1ccc(F)c(Cl)c1,3,6,12,4,6,5,-1,-1
O=C(Cn1c(=O)n(Cc2ccc(F)cc2)c(=O)c2ncccc21)N1CCCc2ccccc21,7,1,15,-134,-10,13,-1,-5
Cc1ccccc1C1CC(=O)Nc2c1c(C)nn2-c1ccc2nnc(C)n2n1 (centres undefined),11,2,29,-2,14,18,1,3
COCCn1c(CCC(=O)NCCc2ccc(OC)cc2OC)nc2cccnc21,-5,-5,-47,-5,-6,-15,-6,-8
COc1ccccc1N1CCN(C(=O)c2nnn(-c3ccc(C)cc3)n2)CC1,-15,-6,11,0,-2,-1,-4,7
COc1cc2c(cc1O)CCN(C(=O)CN1CCCCC1)[C@@H]2C,-2,1,-8,1,-1,-14,-2,0
Cc1nc2cc(C3CCOCC3)[nH]n2c(=O)c1C,-3,-3,7,1,-6,-7,-1,1
Cc1ccc(N2CC(c3nc4ccccc4n3CCCOc3ccccc3)CC2=O)cc1 (centres undefined),60*,24,56*,7,4,11,7,14
Cn1nnc(-c2ccc(NC(=O)C(=O)NC3CC(C)(C)NC(C)(C)C3)cc2)n1,3,16,9,0,-2,0,-4,-1
Cc1cccc(Cc2nc(CC(=O)Nc3ccc(F)cc3F)n[nH]2)c1,-11,-38,-15,-4,-3,0,-2,-2
O=C1CN(C(=O)COC(=O)Cc2c(Cl)cccc2Cl)c2ccccc2N1,-2,8,-5,0,0,17,0,-4
CCCc1cc(=O)oc2cc(C)cc(OCC(=O)N3CC[C@@]4(O)CCCC[C@H]4C3)c12,-8,-3,-2,-117,-3,-8,-3,-1
CN(C)C(=O)CSc1nnc(-c2cccc(Cl)c2)n1-c1ccc(Cl)c(C(F)(F)F)c1,68*,1,47*,6,18,11,7,3
CC(=O)N1CCc2nc(-c3ccccc3)nc(N3CCOCC3)c2C1,-1,-3,-11,-1,0,0,6,0
O=c1c(NCc2ccccc2)nccn1-c1ccc2c(c1)OCO2,0,1,17,.,8,12,5,3
Cc1cc(NC(=O)Cn2cccc2-c2nc(-c3ccc(F)cc3)no2)n[nH]1,.,7,-189,-5,-29,-33,0,5
O=C(Nc1ccccc1F)N1CCN(c2cc(-c3ccncc3)[nH]n2)CC1,3,0,17,2,10,7,2,0
CCc1ccc(NC(=O)N2C[C@H]3CC[C@@]4(N=C(C)N(CC5CC5)C4=O)[C@H]3C2)cc1,-8,-32,-10,1,-3,-8,0,1
O=C(N[C@H]1C[C@H]2CN(Cc3ccccc3)Cc3ccccc3CN2C1)C1CCOCC1,-41,-2,-230,-4,-47,-52,-2,-5
CCOc1ccc(C(=O)NCc2noc(-c3ccco3)n2)cc1,-23,-6,-32,-5,-10,-8,-6,-7

# Three entries from above, ordered by the value under OTUD3 inh, highest first:
smiles,OTUD3 inh
O=C(Nc1ccccc1F)N1CCN(c2cc(-c3ccncc3)[nH]n2)CC1,10
O=c1c(NCc2ccccc2)nccn1-c1ccc2c(c1)OCO2,8
O=C(N[C@H]1C[C@H]2CN(Cc3ccccc3)Cc3ccccc3CN2C1)C1CCOCC1,-47

# Full records from above. Order of values: USP17 block	USP8 inh	USP30 inh	USP7 block	OTUD3 inh	USP28 inh	UCHL1 block	USP10 inh
# CN(C)C(=O)CSc1nnc(-c2cccc(Cl)c2)n1-c1ccc(Cl)c(C(F)(F)F)c1 reads 68*	1	47*	6	18	11	7	3
# CNC(=O)C1Cn2ccnc2C2(CCN(C(=O)C3CCC3)CC2)O1 (centres undefined) reads 4	1	.	1	0	.	3	0

# Following part.
SMILES,USP17 block,USP8 inh,USP30 inh,USP7 block,OTUD3 inh,USP28 inh,UCHL1 block,USP10 inh
CC(=O)NCCc1ccc(-c2csc(-c3ccccn3)n2)cc1,-5,-52,2,1,6,5,2,3
O=C(Cc1nn[nH]n1)Nc1ccc(F)c(Cl)c1,-7,-2,-3,3,-5,-1,-2,0
CCCc1cc(=O)oc2cc(C)cc(OC(C)C(=O)N3CCC4(O)CCCCC4C3)c12 (centres undefined),13,13,25,-24,15,11,2,4
Cc1cc(-c2cc3nc4c(c(=O)n3[nH]2)CCNC4)no1,-24,-220,-14,3,0,-4,-2,-1
COc1cc(C(=O)Nc2nc3ccc(S(=O)(=O)N4CCCC4)cc3s2)cc(OC)c1OC,40*,-8,-67,3,-9,-22,8,-6
COc1cccc(C2(NC(=O)c3cncnc3)CCCC2)c1,.,-1,0,-1,-3,-6,-2,0
CCCC(C(=O)NC1CCCC1)N(CC1CCCO1)C(=O)Cn1nnc(-c2ccc(OC)c(OC)c2)n1 (centres undefined),-6,-11,-6,0,-5,-10,1,0
O=C(N[C@@H]1C[C@@H](Oc2ccccc2)[C@H](O)[C@H]1O)c1cccnc1,1,4,16,2,13,6,1,0
O=C(O)c1cn(-c2ccccc2)nc1-c1cccc([N+](=O)[O-])c1,-28,3,0,-5,2,-12,0,5
O=C(NC1CCC1)[C@H]1C[C@@H]2CN(Cc3ccc(F)cc3)C[C@H]1O2,14,15,14,4,10,11,3,0
COc1ccccc1N1CCN(S(=O)(=O)c2c(C)nc3sc(C)nn23)CC1,-10,-9,0,4,-3,-11,-2,1
Cc1[nH]c2ccccc2c1C1CCN(S(=O)(=O)c2cccc([N+](=O)[O-])c2)CC1,5,-36,-11,1,10,24,5,7
O=C(c1ccc2cc[nH]c2c1)N1CCOC2(COCCN(CC3CC3)C2)C1 (centres undefined),-34,-34,-92,4,-22,-26,-3,-5
O=C(Cc1ccccc1F)NCc1cnc(C2CCCCO2)nc1 (centres undefined),5,18,14,7,11,12,2,0
CS(=O)(=O)Nc1ccc(C2(C(=O)NCc3ccco3)CCCCC2)cc1,6,12,15,-21,4,0,0,-1
O=C(c1ccc2c(c1)OCO2)[C@H]1CCCN(C(=O)c2n[nH]c3c2CCCC3)C1,-13,3,-9,-8,-3,-6,-3,0
CN(CCc1ccccc1)c1nccc(N2CCN(C(=O)c3cc4ccccc4n3C)CC2)n1,0,-14,-9,6,-7,-4,4,5
O=C(Cc1ccc2c(c1)OCCO2)Nc1ccc(F)cc1F,-5,1,.,0,-6,.,0,0
CC(=O)N1CCc2c(sc3c2c(=O)n(CCc2ccccc2)c(=O)n3Cc2ccc(C#N)cc2)C1,-16,-6,-26,-73,-16,-6,-2,-7
CCC(=O)Nc1ccc(S(=O)(=O)N2CCC[C@@H]2C(=O)NCc2csc(C)n2)cc1,-5,-9,-5,1,-4,-4,-4,3
Cc1ccc(S(=O)(=O)N2CCCC2c2ccco2)cc1C (centres undefined),2,-17,0,0,-2,5,7,6
